APOBEC3A inh: APOBEC3A ssDNA deaminase inhibitors, primary screen, selectivity assay for APOBEC3G inhibitor project, biochemical, FAM/TAMRA oligo cleavage fluorescence; 330,000 tested, 0.41% active; AID 493011, 2011; inhibition, % at 20 µM; recombinant A3A, FAM/TAMRA ssDNA deamination fluorescence;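 active = at least 40% inhibition at 20 µM here, with at most 30% in a related deaminase screen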;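 note: plate controls were A3A with DMSO for no effect and wells lacking A3A enzyme for full effect; some results filed as inactive read as strong as hits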
Target sequence (P31941 whole entry, looked up): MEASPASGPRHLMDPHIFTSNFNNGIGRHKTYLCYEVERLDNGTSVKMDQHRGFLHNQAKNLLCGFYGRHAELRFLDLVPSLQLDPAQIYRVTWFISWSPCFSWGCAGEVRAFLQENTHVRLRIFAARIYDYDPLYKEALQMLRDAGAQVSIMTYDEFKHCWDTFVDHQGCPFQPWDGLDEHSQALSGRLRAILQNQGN
TIM10 inh: growth inhibitors of isogenic TIM10 control yeast, primary screen, counter-screen for tim10-1 yeast inhibitor project, luminescence, uHTS. S. cerevisiae TIM10 strain growth, BacTiter-Glo luminescence, 24 h. inhibition, % at 10 µM. 330,000 tested, 1.4% active;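 active = inhibition of 40% or more at the single tested concentration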;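 note: wild-type TIM10 isogenic control strain grown at permissive 25 °C; 0% = DMSO yeast wells and 100% = minimal medium wells without yeast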
mIAP activ: activators of mouse IAP, primary screen, biochemical, luminescence, uHTS. 330,000 tested, 0.24% active. intestinal alkaline phosphatase [Mus musculus]. activation factor at 10 µM. muIAP, CDP-Star luminescence, 30 min; active compounds read high; 1 = vehicle-only enzyme signal, 0 = enzyme-free wells;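 active = activation factor of at least 2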; note: the source names both 10 and 20 µM as test concentration; values of inactives mirror those of a sister screen read the other way
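also added = chemiluminescent substrate CDP-Star | test system = mouse IAP enzyme | signal = chemiluminescence readout | compound = DMSO-dissolved test compounds | incubation = 30 min at room temperature | benchmarks = DMSO wells, no-enzyme wells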
mIAP block: inhibitors of mouse IAP, primary screen, biochemical, luminescence, uHTS. 330,000 tested, 0.2% active. intestinal alkaline phosphatase [Mus musculus]. purified mouse IAP, CDP-Star luminescence, 30 min. inhibition, % at 10 µM. AID 2806, 2010;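 active = inhibition of at least 40% at 10 µM in the primary screen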;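 note: plate controls were DMSO with enzyme for no effect and no enzyme wells for full effect; values of inactives mirror those of a sister screen read the other way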
A3G deaminase: APOBEC3G DNA deaminase inhibitors, primary screen, biochemical, fluorescence, single-stranded DNA substrate, uHTS; 330,000 tested, 0.28% active; inhibition, % at 20 µM; recombinant A3G, ssDNA deamination FAM/TAMRA fluorescence;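 active = inhibition of at least 40% at 20 µM, with no more than 30% in the related APOBEC3A deaminase screen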;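 note: plate controls were DMSO wells with A3G for no effect and wells lacking A3G enzyme for full effect; some compounds called inactive have numbers as strong as hits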
Target sequence (Q9HC16 whole entry, looked up): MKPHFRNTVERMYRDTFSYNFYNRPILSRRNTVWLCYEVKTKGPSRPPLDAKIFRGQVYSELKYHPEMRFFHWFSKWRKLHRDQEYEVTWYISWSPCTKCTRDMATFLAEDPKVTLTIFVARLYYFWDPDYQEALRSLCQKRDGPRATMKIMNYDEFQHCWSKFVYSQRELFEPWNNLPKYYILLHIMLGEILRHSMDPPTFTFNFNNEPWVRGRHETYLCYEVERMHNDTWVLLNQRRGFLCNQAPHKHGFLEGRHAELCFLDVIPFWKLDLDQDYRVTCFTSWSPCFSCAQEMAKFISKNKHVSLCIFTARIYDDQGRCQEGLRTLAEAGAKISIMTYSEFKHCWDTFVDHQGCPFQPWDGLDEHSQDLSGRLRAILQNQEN
NLRP3 yeast inh: NALP3 inflammasome inhibitors in reconstituted yeast, primary screen, luminescence, uHTS; 330,000 tested, 0.39% active; inhibition, % at 10 µM; Yeast reconstituted NLRP3/ASC/caspase-1, beta-gal luminescence, 24 h;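 active = inhibition of 50% or more; inactive = inhibition below 50%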;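 note: plate controls were induced DMSO wells for no effect and uninduced yeast grown without galactose for full effect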
tim10-1 inh: growth inhibitors of tim10-1 mutant yeast, primary screen, luminescence, uHTS | 330,000 tested, 2.2% active | inhibition, % at 20 µM | S. cerevisiae tim10-1 ts strain growth, BacTiter-Glo, 24 h;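 active = inhibition of at least 40%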;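 note: mutant grown at 25 °C; 0% = DMSO wells with yeast and 100% = wells holding no yeast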
hIAP inh: human IAP inhibitors, primary screen, biochemical, luminescence, uHTS; 330,000 tested, 0.12% active; purified IAP, CDP-Star luminescence, 30 min; inhibition, % at 10 µM;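 active = inhibition reaching a set limit with compound at 10 µM in the primary screen, cut at about 35% in these data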;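 note: plate controls were DMSO wells with enzyme for no effect and no-enzyme buffer wells for full effect; values of inactives mirror those of a sister screen read the other way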
MIN6 prolif: inducers of MIN6 beta-cell proliferation, primary screen, ATP luminescence, uHTS | MIN6 cells proliferation, ATPlite luminescence, 48 h; cells starved in 0.2% serum; 100% = growth in 10% serum | proliferation, % at 10 µM | 330,000 tested, 0.29% active | AID 2380, 2010;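 active = compounds whose signal lies at least 3.5 SD above the mean of all wells on their plate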;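 note: 0% = DMSO-treated cells in low-serum medium and 100% = 10% serum control; some compounds called inactive have numbers as strong as hits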
Active calls of the source: *. Rows were taken by chance, and some 4.6% of all compounds hit somewhere here.

entry	mol	APOBEC3A inh	TIM10 inh	mIAP activ	mIAP block	A3G deaminase	NLRP3 yeast inh	tim10-1 inh	hIAP inh	MIN6 prolif
1	CCOC(=O)c1cnc2nc(NCc3ccc(OC)c(OC)c3)[nH]n2c1=O	9	-16	1	-4	7	-7	5	-1	0
2	N#CCCn1c(SCC(=O)c2c[nH]c3ccccc23)nc2ccccc21	-6	5	1.1	-13	-3	3	18	-22	-2
3	COc1ccccc1N1CCN(C(=O)c2c(C)cc(=O)oc2C)CC1	-11	-10	1	-2	-5	8	-6	-4	-3
4	O=C(CCCCCN1C(=O)CCC1=O)NCc1ccccc1	0	-6	0.97	3	-6	14	-14	19	-1
5	Oc1ccc(Cl)cc1C1=NCCNC(C(F)(F)C(F)F)=C1	0	4	0.89	11	-2	4	17	2	-1
6	CC(C)CN1C(=O)C(=O)N(CC(=O)NC(C)CCc2ccccc2)C1=O (stereo not drawn)	5	-2	1	0	-2	-4	16	-18	-3
7	C/C(=N/N1CCN(Cc2cccc3ccccc23)CC1)c1cccnc1	1	0	1.1	-8	-11	15	12	-32	-4
8	O=C(C[n+]1cc2ccccc2c2ccccc21)c1ccccc1	5	26	1.1	-6	6	15	34	18	-4
9	O=C(CCS(=O)(=O)c1ccc2c(c1)NC(=O)CS2)NCCc1ccccc1	-1	-11	0.91	9	-3	9	-7	24	0
10	O=C(COC(=O)c1cc(=O)[nH]c(=O)[nH]1)Nc1cccc(S(=O)(=O)N2CCOCC2)c1	1	18	0.95	5	-1	4	-4	-12	-2

Additional entries follow.
entry	mol	APOBEC3A inh	TIM10 inh	mIAP activ	mIAP block	A3G deaminase	NLRP3 yeast inh	tim10-1 inh	hIAP inh	MIN6 prolif
11	O=C(NCCn1cccn1)C1CCC(=O)N(CCc2ccccc2)C1 (stereo not drawn)	-3	-7	1	-2	-11	8	-3	-20	-2
12	CCCCNc1c([N+](=O)[O-])cc(C)cc1[N+](=O)[O-]	-2	-5	0.84	16	-7	-24	13	19	0
13	Cc1cccc(NC(=S)N2CCC(NC(=O)C3CCCCC3)CC2)c1	-2	-14	0.98	2	-5	10	1	18	-2
14	CCOc1ccc(S(=O)(=O)NCc2ccncc2)cc1NC(=O)c1ccccc1	-2	3	1	0	-10	10	10	4	1
15	CSc1cccc(NC(=S)N(Cc2ccc(C)cc2)Cc2ccccn2)c1	0	30	1.1	-8	-5	10	33	6	-2
16	CCCOc1ccc(CNC(=O)Cn2c(=O)oc3ccccc32)cc1	0	-9	1.1	-9	-5	23	-19	6	-1
17	Cc1onc(-c2ccccc2Cl)c1C(=O)NCCCc1ccccc1	-4	4	1.1	-8	-3	22	8	-30	-3
18	COc1ccc(S(=O)(=O)N2CCCOC2CNC(=O)C(=O)NC2CCCC2)cc1 (stereo not drawn)	4	18	1.1	-5	-3	0	12	-11	-5
19	CCc1nnc(NC(=O)CSc2nnc(-c3ccccc3O)o2)s1	0	-3	0.93	7	-1	5	21	-21	-3
20	Cc1cc2cc(CCNC(=O)C(C)C)c(=O)[nH]c2cc1C	-6	12	0.92	8	-5	9	15	0	-2

In the list so far, 2 have a Cl atom:
entry	mol	APOBEC3A inh	TIM10 inh	mIAP activ	mIAP block	A3G deaminase	NLRP3 yeast inh	tim10-1 inh	hIAP inh	MIN6 prolif
5	Oc1ccc(Cl)cc1C1=NCCNC(C(F)(F)C(F)F)=C1	0	4	0.89	11	-2	4	17	2	-1
17	Cc1onc(-c2ccccc2Cl)c1C(=O)NCCCc1ccccc1	-4	4	1.1	-8	-3	22	8	-30	-3

The list goes on:
entry	mol	APOBEC3A inh	TIM10 inh	mIAP activ	mIAP block	A3G deaminase	NLRP3 yeast inh	tim10-1 inh	hIAP inh	MIN6 prolif
21	O=C(CSc1nc2sc3c(c2c(=O)n1-c1ccccc1)CCCC3)N/N=C/c1ccc(C(=O)O)cc1	1	5	1.1	-12	11	11	-2	-21	-3
22	Cc1ccc(C(=O)NC2CCN(CCCC(=O)c3ccc(F)cc3)CC2)cc1	-5	-60	1	-3	-4	32	-110	-5	-5
23	Cc1nc(-c2cccc(NC(=O)C3CCCCC3)c2)cs1	1	18	1.2	-21	-1	12	15	-1	1
24	O=C(O)c1c(-c2ccccc2)c(-c2ccccc2)nc2ccccc12	-2	-4	1	-2	-5	7	14	5	-4
25	O=C(Nc1ccnn1C1CCN(C(=O)Cc2ccccc2F)CC1)C1CC1	-1	-13	1	-3	-6	17	-11	-13	-3
26	CCCCC1CCC(/C(N)=N/O)CC1 (stereo not drawn)	-2	24	0.92	8	-1	10	25	1	1
27	COCc1cc(C)nc2sc(C(=O)NC3CCCCC3)c(N)c12	-3	-21	1.1	-6	-7	23	16	-3	-2
28	CC(C)(C)C1CCc2c(sc3ncn(N)c(=N)c23)C1 (stereo not drawn)	2	8	0.94	6	4	1	1	-30	-3
29	CCN1CCN(C(=S)Nc2cc(S(=O)(=O)N(CC)CC)ccc2C)CC1	-3	11	1	-2	-7	28	14	-16	0
30	CCCCCCNC(=O)C(C(=O)OCC)C1CCCCC1 (stereo not drawn)	-1	15	1.1	-13	-5	8	31	-2	0

The results go on:
entry	mol	APOBEC3A inh	TIM10 inh	mIAP activ	mIAP block	A3G deaminase	NLRP3 yeast inh	tim10-1 inh	hIAP inh	MIN6 prolif
31	Cc1cc(C)nc(Nc2nc3ccccc3s2)n1	-3	21	1.1	-8	-13	16	18	-49	-4
32	CN(Cc1ccccc1)C(=O)c1ccc(NC(=O)Cc2cccc(NC(=O)C3CCN(C(=O)C4CC4)CC3)c2)cc1	0	-15	1.2	-19	5	-6	21	-26	-6
33	Cc1ccc(Nc2nc(N)c([N+](=O)[O-])c(N3CCOCC3)n2)cc1	1	5	0.91	9	-3	15	26	13	0
34	O=C(NCc1ccc(OC(F)(F)F)cc1)C1CC(c2ccccc2C(F)(F)F)=NO1 (stereo not drawn)	4	-13	0.91	9	2	13	8	7	-5
35	c1ccc(-c2nc(CSc3nnc(-c4cccs4)o3)cs2)cc1	3	16	1	-3	-3	16	22	-1	-3
36	CC(C)CC(NC(N)=O)C(=O)Nc1ccc2c(c1)OCO2 (stereo not drawn)	1	-2	1.1	-8	-3	3	-6	6	5
37	C#CCOCCOCCOCCNc1nc(N2CCN(C(=O)CCCCCCCCCCNC(=O)[C@H](CCCN=C(N)N)n3cc(C[C@@H](C)CC)nn3)CC2)nc(N2CCN(C(=O)CCCCCCCCCCNC(=O)[C@@H]([C@H](C)CC)n3cc(CCCCCN)nn3)CC2)n1	2	-12	5.6*	-463	4	8	29	-50	-8
38	Cc1ccccc1S(=O)(=O)c1c(C)cc(C)n(CC(C)C)c1=O	0	30	1	-3	-2	-14	48*	10	0
39	Cc1ccc(-n2c(COc3c(C)cccc3C)nnc2SCC(=O)Nc2nccs2)cc1	2	6	0.89	11	-12	-22	3	17	-2
40	COC(=O)c1[nH]c2cccc(Cl)c2c1NC(=O)CN(C)C1CCCCC1	-2	17	1	0	-6	-14	21	-7	3

The results go on.
entry	mol	APOBEC3A inh	TIM10 inh	mIAP activ	mIAP block	A3G deaminase	NLRP3 yeast inh	tim10-1 inh	hIAP inh	MIN6 prolif
41	Cc1cc(C)n(CC(C)(O)c2ccccc2)n1 (stereo not drawn)	-4	-2	1	-2	-8	-12	-6	9	-1
42	Cn1c(=O)c2c(nc(N3CCCC3)n2CC(O)CO)n(C)c1=O (stereo not drawn)	-3	10	1	-2	-9	-2	7	-6	-2
43	O=C(Nn1nnnc1Nc1ccccc1)C12CC3CC(CC(C3)C1)C2	-3	8	1.1	-6	-5	14	9	-18	-2
44	O=C(c1ccc(Br)o1)N1CCN(c2ccccn2)CC1	2	5	1.1	-6	4	16	11	-11	-3
45	CCCCCn1c(CN2CCCCC2C)nc2c1c(=O)n(C)c(=O)n2C (stereo not drawn)	2	-2	1	-2	0	5	18	19	2
46	CC(C)C1C2=C(CC(C)(C)CC2=O)ON1c1ccccc1 (stereo not drawn)	0	5	0.92	8	0	19	13	1	-4
47	N#CC(C#N)=Cc1cnc(N2CCN(c3ccccc3)CC2)s1	-6	-8	0.93	7	-11	23	4	-3	1
48	Cc1cc(/C=C2\C(=N)N3C(SCc4ccccc4)=NSC3=NC2=O)c(C)n1Cc1ccccc1	0	-3	0.81	19	-6	15	14	-32	-4
49	NS(=O)(=O)c1ccc(NC(=S)NC(=O)c2cccnc2)cc1	-3	-9	0.97	3	-7	9	-3	6	2
50	O=[N+]([O-])c1ccc(S(=O)(=O)NCC2CC3CCC2C3)cc1 (stereo not drawn)	0	20	0.97	3	-6	29	32	11	-3

The list goes on.
entry	mol	APOBEC3A inh	TIM10 inh	mIAP activ	mIAP block	A3G deaminase	NLRP3 yeast inh	tim10-1 inh	hIAP inh	MIN6 prolif
51	CCCCNC(=O)Nc1cc(C(=O)OC)ccc1C	-3	10	1	-4	-6	-11	-3	5	-2
52	O=C(/C=C/c1cccs1)Nc1ccncc1	1	-3	0.98	2	-3	-9	-8	5	-3
53	CCc1cc(=O)[nH]c(-n2[nH]c(-c3ccccc3)cc2=O)n1	-1	10	0.69	31	-7	-2	-8	-94	-1
54	O=C(c1nc2ncccn2n1)N1CCN(c2ccc(F)cc2)CC1	2	-9	1.1	-15	1	-2	-23	10	-2
55	C=CCNC(=O)CCC(=O)NNc1nc2ccccc2c2nc(-c3ccccc3)nn12	2	22	0.83	17	-2	12	20	13	1
56	O=C(CCNC(=O)C1CCN(S(=O)(=O)c2ccccc2)CC1)NCc1ccc(Cl)cc1	-2	4	0.93	7	-3	14	-3	-12	4
57	CC1CCCC(NC(=O)COc2ncnc3ccccc23)C1C (stereo not drawn)	10	-11	1.1	-6	2	10	-30	9	-2
58	Cc1ccccc1OCCC(=O)N(CC(C)C)c1c(N)n(Cc2ccccc2)c(=O)[nH]c1=O	-1	1	0.94	6	-6	8	7	3	-1
59	CCc1ccc(NC(=O)c2ccccc2Br)cc1	-3	16	0.9	10	-7	2	1	-3	-2

High-throughput results from PubChem.
